# Fam108B inh: mouse Fam108B serine hydrolase inhibitors, primary screen, counter-screen for RBBP9 inhibitor project, biochemical, fluorescence polarization; recombinant Fam108B, FP-Rh probe fluorescence polarization; inhibition, % at 9.51 µM; hit rate 0.33% among 300,000;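 active means inhibition above the screen mean inhibition plus 3 SD, computed separately per campaign, cut at about 18% in these data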;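 further: inhibitors lower polarization as less probe binds the enzyme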
# MCL1-BIM inh: inhibitors of MCL1 binding to BIM-BH3, primary screen, biochemical, fluorescence polarization; Induced myeloid leukemia cell differentiation protein Mcl-1 (Homo sapiens), Q07820; GST-MCL1 / FITC-Bim-BH3 fluorescence polarization; inhibition, % at 10.9 µM; hit rate 0.68% among 320,000; AID 2057, 2009;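 active means inhibition above the mean inhibition of all tested compounds plus 3 SD, set per campaign, cut at about 40% in these data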;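 further: 0% = DMSO wells and 100% = unlabeled Bim-BH3 peptide control; higher means more loss of mP so more displacement of Bim peptide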
# Target sequence (Q07820 whole entry, looked up): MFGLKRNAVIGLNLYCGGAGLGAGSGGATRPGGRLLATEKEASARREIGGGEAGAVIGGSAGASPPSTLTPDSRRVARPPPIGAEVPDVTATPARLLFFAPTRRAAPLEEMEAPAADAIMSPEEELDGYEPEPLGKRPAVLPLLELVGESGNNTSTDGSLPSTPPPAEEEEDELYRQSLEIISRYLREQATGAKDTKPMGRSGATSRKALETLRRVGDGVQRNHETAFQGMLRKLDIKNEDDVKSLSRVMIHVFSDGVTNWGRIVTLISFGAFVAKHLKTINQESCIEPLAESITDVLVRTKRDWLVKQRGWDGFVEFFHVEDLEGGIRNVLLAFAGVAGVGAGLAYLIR
# AGP1 TOR yeast: modulators of AGP1-GFP expression in yeast TOR pathway, primary screen, cell-based, multiplex flow cytometry, S. cerevisiae, MLPCN library | hit rate 0.02% among 320,000 | AID 2066, 2009 | 3 h; GFP as percent of DMSO wells | GFP response vs DMSO, % at 10 µM;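 active means GFP response relative to DMSO above a set limit, near screen average plus 3 SD, cut at about 150% in these data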;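 further: median GFP channel fluorescence of the gated AGP1 strain per well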
# BCLXL inh: inhibitors of human Bcl-xL, primary screen, biochemical, fluorescence polarization, HTS; AID 2129, 2009; inhibition, % at 10.9 µM; GST-Bcl-xL / FITC-Bim BH3 peptide fluorescence polarization; hit rate 0.7% among 320,000;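 active means inhibition above the mean of all tested compounds plus 3 SD, cutoff set per campaign, cut at about 30% in these data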;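 further: 0% = DMSO wells and 100% = unlabeled Bim-BH3 peptide competitor; inhibitors lower millipolarization by displacing the labeled peptide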
# Target sequence (Q07817 whole entry, looked up): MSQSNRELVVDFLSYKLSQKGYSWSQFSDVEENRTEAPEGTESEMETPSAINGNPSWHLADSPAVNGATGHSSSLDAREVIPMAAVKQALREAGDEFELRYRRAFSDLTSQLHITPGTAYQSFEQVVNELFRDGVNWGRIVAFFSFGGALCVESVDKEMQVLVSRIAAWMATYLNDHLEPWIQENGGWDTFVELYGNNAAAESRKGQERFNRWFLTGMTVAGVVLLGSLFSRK
# CIT2 TOR yeast: modulators of CIT2-GFP expression in yeast, primary screen, S. cerevisiae, GFP fusion, multiplex flow cytometry, MLPCN library; S. cerevisiae CIT2-GFP strain, 3 h; 100 means same as DMSO wells; GFP response vs DMSO, % at 10 µM; hit rate 0.065% among 320,000;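 active means GFP response relative to DMSO above a set limit, near the screen mean plus 3 SD, cut at about 150% in these data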;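 further: ratio of well median GFP fluorescence to mean of DMSO wells on the plate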
# GRK2 aptamer HTS: compounds blocking aptamer binding on GRK2 – biochemical, human GRK2, bead flow cytometry, HTS, primary screen; FAM-aptamer displacement from GRK2; inhibition of aptamer binding, % at 10 µM; hit rate 0.59% among 330,000;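 active means inhibition of aptamer binding above 40%, roughly 3 SD of noise, on plates passing a quality check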;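 further: median bead fluorescence of bound FAM aptamer so fluorescent compounds give negative values; no value below 0 was filed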
# MEX-5 binding: MEX-5 zinc finger RNA-binding disruptors – biochemical, C. elegans, fluorescence polarization, MLPCN library, primary screen; Zinc finger protein mex-5 (Caenorhabditis elegans), Q9XUB2; AID 1832, 2009; activity score (negative = inhibition of binding), % at 10 µM; MEX-5/FITC-TCR2 RNA binding; stronger effect = lower value; hit rate 0.38% among 300,000;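 active means inhibition past about -25% in most replicates, and total fluorescence under double the plate's negative control median, limit read from the data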;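 further: 0% = DMSO and -100% = 5 µM competing unlabeled TCR2 RNA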
# Target sequence (Q9XUB2 whole entry, looked up): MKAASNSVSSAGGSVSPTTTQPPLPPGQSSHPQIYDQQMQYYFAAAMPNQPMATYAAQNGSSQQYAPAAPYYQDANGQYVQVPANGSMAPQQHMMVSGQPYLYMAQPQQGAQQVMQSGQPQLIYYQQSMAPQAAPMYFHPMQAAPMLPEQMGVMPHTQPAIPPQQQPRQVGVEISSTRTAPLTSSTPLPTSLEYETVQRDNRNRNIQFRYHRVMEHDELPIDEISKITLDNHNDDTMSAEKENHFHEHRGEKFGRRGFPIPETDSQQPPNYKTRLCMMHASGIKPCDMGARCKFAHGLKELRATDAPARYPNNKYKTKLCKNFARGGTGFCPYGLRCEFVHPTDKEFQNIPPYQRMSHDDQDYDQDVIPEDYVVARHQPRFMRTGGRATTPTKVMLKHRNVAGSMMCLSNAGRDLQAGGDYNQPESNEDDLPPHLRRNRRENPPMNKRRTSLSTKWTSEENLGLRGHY
# GLD-1 RNA inh: GLD-1/TGE RNA complex disruptors, primary screen, biochemical, fluorescence polarization; purified GLD-1 + fluorescein TGE RNA; inhibition, % at 5.96 µM; hit rate 0.44% among 320,000; AID 2280, 2010;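 active means percent inhibition above a per-plate cutoff, the plate mean of test compounds plus 3 SD, cut at about 30% in these data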;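 further: 0% = DMSO wells with GLD-1 and probe and 100% = wells lacking GLD-1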
# VLA-4 inh: inhibition in human VLA-4 binding assay, primary screen, VLA-4 allosteric modulator project, MLPCN library, flow cytometry, VLA-4 expressing cells; Integrin alpha-4 (Homo sapiens), P13612; ligand binding flow cytometry; inhibition, % (about 7 µM as worked out from the volumes in the protocol); hit rate 0.2% among 330,000; AID 2557, 2010; in the data active means inhibition above about 50%
# Active calls of the source: *; · = not tested or not shown.
Molecule,CIT2 TOR yeast,GLD-1 RNA inh,MCL1-BIM inh,AGP1 TOR yeast,VLA-4 inh,BCLXL inh,Fam108B inh,MEX-5 binding,GRK2 aptamer HTS
CCCN1CCN(CCCNC(=O)c2ccc3c(Cl)c4c(nc3c2)CCCC4)CC1,102,2,11,96,7,-2,3,-1.4,0
O=C(CCNC(=O)c1ccc([N+](=O)[O-])cc1)NCCCN1CCCC1=O,91,-5,4,97,9,2,-8,1.9,0
O=C(c1cnn2ccccc12)N1CCc2ccccc21,107,0,0,101,-11,2,-1,-0.4,2
Cc1cccc(NC(=O)CN(C2=NC3CS(=O)(=O)CC3S2)c2ccccc2F)c1 (centres undefined),96,0,-2,90,2,6,1,-0.1,0
COCCN(C(=O)COC(=O)C(c1ccccc1)c1ccccc1)c1c(N)n(Cc2ccccc2)c(=O)[nH]c1=O,96,3,0,93,5,-2,0,0.8,1
COc1cc2nc(SCC(=O)NCc3ccco3)n(Cc3ccc(Cl)cc3)c(=O)c2cc1OC,104,13,6,103,4,0,-8,-1.1,0
CCOC(=O)C1=C(C)N=C2SCCC(=O)N2[C@@H]1/C=C/c1ccccc1,114,-1,-5,105,-5,3,0,2.0,1
Cc1cccc(C)c1NC(=S)N/N=C/c1ccc(OCCC(C)C)cc1,·,3,12,100,2,6,-9,0.2,5
COc1cccc(C(=O)Nc2ccc3c(c2)C(=O)c2ccccc2C3=O)c1,101,1,77*,104,-8,17,-8,1.0,0
Cc1ccc[n+](-c2[nH]c(=O)sc2/C=N/NC(=O)c2ccccc2[O-])c1,113,31*,75*,108,15,44*,8,-27*,3
CCCCNC(=O)N1CCN(c2ccccc2OCC)CC1,103,3,11,111,-1,7,3,-0.9,1
O=C(CCN1C(=O)C2CCCCC2C1=O)Nc1nc(-c2ccccc2)cs1 (centres undefined),108,-6,10,111,14,6,2,-1.0,1
O=C(N/N=C\c1ccc(Br)cc1)c1ccc(Cn2cccn2)o1,107,7,6,90,-2,6,1,-1.3,0
Cc1cc2c(=O)n(C)c(SCC(=O)Nc3ccccc3)nc2s1,103,3,4,101,0,5,-1,-0.7,1
Cc1ccc(S(=O)(=O)C(c2ccccc2)c2c(C)noc2C)cc1 (centres undefined),86,5,-4,99,0,0,-3,0.3,0
Cc1nc2cc(-c3ccccc3)[nH]n2c(=O)c1C,110,-1,-1,107,3,4,0,-2.3,2
COc1cc(C(=O)N/N=C/c2ccccn2)cc(OC)c1OC,104,11,1,99,13,-4,0,-4.7,6
Cn1c(Oc2ccccc2NCc2cccc(Br)c2)cc(=O)n(C)c1=O,102,-3,11,104,-3,4,-2,0.4,3
CCCc1nnc(SCC(=O)Nc2ccc(C(=O)OCC)cc2)o1,95,8,-1,98,0,2,1,0.5,1
CCn1c(=O)n(CC)c2cc(S(N)(=O)=O)ccc21,99,1,0,110,26,-1,2,-0.1,0
O=C(O)c1cc2nc(C3CC3)cc(C(F)(F)F)n2n1,110,0,1,107,16,3,3,-2.8,0
COc1ccccc1NC(=O)c1cc2ccccc2nc1C,93,3,4,94,-6,8,-3,-1.7,1
COCCn1c(SCC(=O)Nc2ccc(F)cc2F)nc2c([nH]c3ccccc32)c1=O,94,-1,1,81,5,-1,-1,0.8,0
O=C(c1ccco1)N1CCN(C(=O)c2sccc2-c2ccccc2)CC1,95,-5,-5,101,3,5,5,-0.9,0
O=C(O)c1ccccc1NS(=O)(=O)c1ccc2c3c(cccc13)C(=O)N2,93,2,15,93,19,15,2,-2.5,3
CCOC(=O)C(C)Sc1nc(=O)n2ccccc2n1 (centres undefined),102,3,0,100,7,0,-2,-0.1,0
COc1cc(OC)c(C(=O)O/N=C(\N)c2ccccc2)cc1OC,91,-11,-2,85,9,-2,-3,-0.2,0
CCOc1ccccc1N1CCN(C(=O)C2c3ccccc3Oc3ccccc32)CC1,113,1,10,103,-11,6,9,-1.4,0
COc1ccc(OCc2cc(=O)[nH]c3ccccc23)cc1,104,-9,4,95,16,4,6,-2.0,0
CNS(=O)(=O)c1cccc(C(=O)OCc2cc(=O)n3cc(Br)ccc3n2)c1,93,2,10,71,13,4,1,-0.7,2

# Further results follow:
Molecule,CIT2 TOR yeast,GLD-1 RNA inh,MCL1-BIM inh,AGP1 TOR yeast,VLA-4 inh,BCLXL inh,Fam108B inh,MEX-5 binding,GRK2 aptamer HTS
Cc1cnc(C(=O)OCC(=O)Nc2ccc(C)c(S(=O)(=O)N3CCOCC3)c2)cn1,101,4,·,99,11,·,·,·,5
CS(=O)(=O)N1CCC(C(=O)N2CCN(c3ccccc3F)CC2)CC1,94,-2,1,94,12,-4,0,-0.3,0
COC(=O)c1cccc(N2C(=O)c3ccccc3S2(=O)=O)c1,92,0,-18,99,5,-5,1,0.7,4
Cc1cc(=O)oc2c3c(cc(OCC(=O)NCC4CCC(C(=O)O)CC4)c12)OC(C)(C)CC3 (centres undefined),93,2,-11,97,-3,-3,-1,0.3,0
CCN(CC)S(=O)(=O)c1ccc(N2CCN(C)CC2)c(NC(=O)CSCC(=O)Nc2cccc(C)c2)c1,104,6,-14,106,19,-10,-2,-0.7,0
CCCCCC(=O)N/N=C(\C)c1ccc(NC(=O)c2ccco2)cc1,117,5,10,120,10,5,0,0.2,0
CC1CN(S(=O)(=O)c2cccc(C(=O)NCCC3=CCCCC3)c2)CC(C)O1 (centres undefined),107,5,-21,110,6,-10,-4,-2.0,2
CC(C)OCCCNC(=O)C1CCC(=O)N1C(C)C (centres undefined),70,-2,-3,76,-6,5,13,2.1,0
CCCCOC(=O)c1ccc(NC(=O)C(=O)NCCN(CC)CC)cc1,90,2,-2,104,11,1,4,0.4,0
CCc1ccccc1NC(=O)C1CCCN(S(=O)(=O)c2c(C)noc2C)C1 (centres undefined),94,4,-6,95,18,3,3,-1.7,6
Cc1[nH]c2ccccc2c1NC(=O)CN1CCN(c2cccc(C(F)(F)F)c2)CC1,100,21,5,94,2,-1,1,·,74*
Cc1noc(C)c1S(=O)(=O)N1Cc2ccccc2CC1C(=O)N(C)C (centres undefined),104,2,-3,103,19,1,0,0.0,0
S=C(NC1CC1)N1CCN(c2ccc(Cl)cc2)CC1,91,2,3,99,29,-2,-2,2.7,0
Cc1ccc(-n2nnnc2SCC(=O)N2CCN(C(=O)c3ccco3)CC2)c(C)c1,98,0,0,99,3,-1,1,0.8,0
COC(=O)c1ccccc1NC(=O)CN(c1c(C)cccc1C)S(C)(=O)=O,98,0,6,91,21,4,1,0.6,3
Cc1ccc(C(=O)NC(=S)N2CCCCCC2)cc1,109,0,16,101,13,8,·,·,0
NS(=O)(=O)c1cccc(NC(=O)c2cc(-c3cccs3)nc3ccccc23)c1,98,8,0,100,0,5,-11,-0.4,0
O=C(COC(=O)CC1c2ccccc2CCN1S(=O)(=O)c1ccccc1)Nc1ccccc1 (centres undefined),97,11,5,94,5,3,1,1.9,5
O=C(Nc1ccccc1)N1CCN(c2ccc(C(F)(F)F)cn2)CC1,88,1,-3,96,32,-1,1,-2.3,1
NC1=C([N+](=O)[O-])C(c2ccc3c(c2)OCO3)C2=C(CCCC2=O)O1 (centres undefined),99,1,-4,92,0,-7,1,-0.9,0
Cn1cc(Br)c(C(=O)NNC(=O)c2cccc(Br)c2)n1,104,3,5,106,-12,2,4,0.8,0
COc1ccccc1C(=O)NCC(=O)OC(C)C(=O)N(C)C1CCCCC1 (centres undefined),92,6,0,102,9,-3,·,·,0
COc1ccccc1/C=C/C(=O)OCC(=O)Nc1ccc(Cl)cn1,100,7,4,95,-3,4,-1,-4.4,1
CSc1ccccc1NC(=O)CN(c1ccccc1)S(=O)(=O)N(C)C,103,2,6,99,3,4,-4,0.5,0
O=C(COc1ccccc1Cl)Nc1cccnc1,101,4,0,96,1,19,3,-1.4,1
Cc1cc(NCc2cccnc2)nc(N)n1,101,6,6,99,-6,7,-1,-2.1,0
O=C(OCC(=O)N(C1CCCCC1)C1CCCCC1)c1ccc(Cl)nc1,96,12,-2,93,-13,7,·,·,2
COCCn1c(C)cc(C(=O)COC(=O)/C=C/c2c(C)nn(C3CCS(=O)(=O)C3)c2Cl)c1C (centres undefined),99,5,1,107,17,3,-3,-2.4,2
COc1ccc(NC(=O)/C(=C\c2cc(OC)c(OC)cc2[N+](=O)[O-])NC(=O)c2ccccc2)cc1,99,1,7,92,1,4,0,-1.0,0
CCOC(=O)c1cnc(-n2nc(C)cc2C)nc1NNc1cc(C)nc(-c2ccccc2)n1,95,7,2,96,10,1,4,-0.4,1

# Further records:
Molecule,CIT2 TOR yeast,GLD-1 RNA inh,MCL1-BIM inh,AGP1 TOR yeast,VLA-4 inh,BCLXL inh,Fam108B inh,MEX-5 binding,GRK2 aptamer HTS
CC12CCC(=O)N1C(C(=O)N1CCN(c3cccc(Cl)c3)CC1)CS2 (centres undefined),94,6,-2,100,16,2,·,·,0
CC(C)(CNC(=O)c1cccc(S(=O)(=O)NCc2ccccc2)c1)N1CCOCC1,100,-2,3,107,-5,3,-2,-3.5,0
CCN(C[C@H]1N[C@@](CC)(C(=O)OC)[C@H]2C(=O)N(C)C(=O)[C@@H]12)C(=O)Nc1ccc(OC)cc1,102,2,·,92,-11,·,·,·,1
CCC(C)Sc1ccc(-c2nc3ccc(Cl)cn3c2NCc2ccccc2)cc1 (centres undefined),97,-3,·,95,13,·,·,·,1
Cc1cccc(Cl)c1NC(=S)NN,102,-9,1,99,2,-5,-2,1.7,0
C[C@H](O)C(=O)C1=Nc2c(nc(N)[nH]c2=O)NC1,76,14,10,76,11,14,-5,·,0
CC1CCN(c2nc(N3CCCCC3)nc(N3CCCCC3)n2)CC1,91,2,6,98,5,4,-7,-2.2,0
CCn1nc(C)c(CNC(=O)CC2C(=O)NCCN2CC(C)C)c1C (centres undefined),107,11,10,106,0,15,0,0.3,2
COC(=O)CSCC(=O)Nc1nnc(-c2ccccc2C)s1,101,-2,6,103,4,4,0,2.1,1
COc1ccc(Cc2nnc(SCC(=O)N(C)c3ccccc3)o2)cc1,98,3,6,103,5,3,4,1.6,2
CSCCC(NC(=O)c1ccccc1Br)C(=O)NNC(=O)c1cc(C)oc1C (centres undefined),93,-1,·,97,1,·,·,·,2
COc1ccc(C2c3sc(=O)[nH]c3SC3C4CCC(C4)C23)cc1OC (centres undefined),117,3,16,104,-7,4,9,-1.0,0
O=C(COc1ncnc2ccccc12)NC(=O)NCc1ccccc1,110,3,2,109,-2,3,0,0.7,0

# Arranged by heavy-atom count (low to high): part of the list above.
Molecule,CIT2 TOR yeast,GLD-1 RNA inh,MCL1-BIM inh,AGP1 TOR yeast,VLA-4 inh,BCLXL inh,Fam108B inh,MEX-5 binding,GRK2 aptamer HTS
CC1CCN(c2nc(N3CCCCC3)nc(N3CCCCC3)n2)CC1,91,2,6,98,5,4,-7,-2.2,0
COc1ccc(Cc2nnc(SCC(=O)N(C)c3ccccc3)o2)cc1,98,3,6,103,5,3,4,1.6,2
CCN(C[C@H]1N[C@@](CC)(C(=O)OC)[C@H]2C(=O)N(C)C(=O)[C@@H]12)C(=O)Nc1ccc(OC)cc1,102,2,·,92,-11,·,·,·,1

# Rows were taken by chance. Share with any hit: about 2.2%.
